# USP2a inh – blocks human ubiquitin-specific protease USP2a. O75604. USP2 core, Ub-CHOP2 coupled fluorogenic reporter, 485/531. Potency, µM (highest dose often 38.3 µM), for inactives: at the highest dose activity change, negative = inhibition, hits mostly inhibitors. 330,000 compounds, 0.01% hits. AID 463254;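 further: potency means the concentration at half of the fitted maximal effect; plate controls were DMSO wells for no effect and full inhibition by NEM control for full effect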
#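 Cell-free coupled assay: 10nM USP2 core preincubated 30min RT with compound in Tris-HCl pH 8.0/CaCl2/CHAPS buffer, then 25nM Ub-CHOP2 and 25nM reporter substrate; fluorescence (Ex 485/Em 531) read after 60min RT, normalized to NEM inhibition, concentration-response curves fitted.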
# GALK inh – blocks human galactokinase activity. 270,000 compounds, 0.007% hits. Purified GALK, Kinase-Glo residual ATP luminescence. P51570. Potency, µM (doses to about 57.5 µM), without a hit: at the highest dose activity change, negative = inhibition, actives largely listed as inhibitors; further: potency means the concentration at half of the fitted maximal effect; on the % scale 0 is the no-effect control and ±100 the full control effect
# Target sequence (P51570 whole entry, looked up): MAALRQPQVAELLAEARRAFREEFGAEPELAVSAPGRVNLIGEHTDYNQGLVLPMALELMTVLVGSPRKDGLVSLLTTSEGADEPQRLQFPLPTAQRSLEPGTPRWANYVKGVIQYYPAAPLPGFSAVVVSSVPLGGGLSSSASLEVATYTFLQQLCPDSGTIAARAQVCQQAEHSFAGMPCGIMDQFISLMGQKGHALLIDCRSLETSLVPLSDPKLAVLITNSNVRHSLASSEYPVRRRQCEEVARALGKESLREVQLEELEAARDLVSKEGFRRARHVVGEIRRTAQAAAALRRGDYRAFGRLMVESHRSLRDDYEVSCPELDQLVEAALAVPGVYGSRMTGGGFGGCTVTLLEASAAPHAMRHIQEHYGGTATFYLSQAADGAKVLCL
#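 The enzyme phosphorylates galactose (100 uM) using ATP (35 uM); inhibition is detected as higher residual ATP, quantified by bioluminescence after 1 h reaction at room temperature, pH 8.0.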
# Menin MLL FP TR – displaces Texas Red mutant MLL peptide from human menin; O00255; Menin + Texas Red MLL mutant peptide, fluorescence polarization; Potency, µM (doses to about 61.6 µM), for inactives: top-dose FP activity change, negative = inhibition, most hits filed as inhibitors; 270,000 compounds, 0.23% hits; AID 1768; active means well fitted inhibition curve with a large enough effect in the polarisation, with a control signal flat, not every such curve was filed as active; inconclusive means small, poorly fitted or top-dose-only effect, or effect the other way, or a change in a side signal; inactive means no such curve, though single readings can be large or run the other way; the % refers to the polarisation; further: potency means the concentration at half of the fitted maximal effect; % of control where 0% means no effect; many of its hits are not listed in these tables
# ASM inhibitor – human S-ASM enzyme inhibition; placental ASM, HMU-PC fluorogenic substrate, 60 min; P17405; AID 504937; Potency, µM (top dose mostly 57.5 µM), inactives show top-dose activity change, negative = inhibition, actives largely listed as inhibitors; 340,000 compounds, 0.006% hits; further: potency means the concentration at half of the fitted maximal effect
#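 Fluorescence read-out (Ex 386 nm, Em 447 nm) after stopping the reaction at pH 10. Enzyme: ASM from human placenta; substrate HMU-PC0, 9 uM final; 60 min, 37 °C. Compound preincubation 10 min, ambient temperature.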
# hERG WT inh – inhibitors of human wildtype KCNH2 potassium channel; Q12809; U2OS, BacMam KCNH2, thallium flux FluxOr; stronger effect = lower value; activity change, % at 1.84 µM; 340,000 compounds, 0.37% hits; AID 720551;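 active means maximum activity change below -70%; inconclusive means maximum activity change between -70% and -50%; inactive means maximum activity change above -50%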; further: on the % scale 0 is the no-effect control and ±100 the full control effect
#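 U2OS cells were transduced with wild-type KCNH2 virus (2.03 x 10^8 / mL) for 4 h at room temperature, then cultured overnight at 37 C. Thallium flux was read with FluxOr dye. Rate constants were normalized to DMSO controls.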
# Mito fusion act – inhibitors of mitochondrial division or activators of mitochondrial fusion; 320,000 compounds, 0.23% hits; Potency, µM (top dose mostly 46.1 µM), inactives show at the highest dose growth rescue (activation), hits mostly activators; S. cerevisiae fusion-defective mutant growth rescue, CellTiterGlo 48 h;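 further: potency means the concentration at half of the fitted maximal effect; % of control where 0% means no effect; nearly all actives have a fitted effect of over 45% in size; temperature-sensitive fusion mutants such as fzo1-1 at 37 °C on non-fermentable ethanol glycerol medium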
#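 Read-out: ATP-based luminescence (CellTiterGlo, 10 min ambient) reporting growth of fusion-defective ts yeast after 48 hours at 37C on glycerol/ethanol YPEG medium in the presence of compound.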
# MBNL1 CUG block – MBNL1-poly(CUG) RNA binding inhibition; Q9NR56; TR-FRET MBNL1-His/biotin-(CUG)12 binding, 665/545 ratio; Potency, µM (series often up to 57.5 µM), without a hit: at the top dose activity change, negative = inhibition, hits mostly inhibitors; 280,000 compounds, 0.036% hits; AID 2675; active means well fitted inhibition curve with a large enough effect in the signal ratio, with a control signal flat, not every such curve was filed as active; inconclusive means small, poorly fitted or top-dose-only effect, or effect the other way, or a change in a side signal; inactive means no such curve, though single readings can be large or run the other way; the % refers to the signal ratio; further: potency means the concentration at half of the fitted maximal effect; on the % scale 0 is the no-effect control and ±100 the full control effect
#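 Compound titration spanned 92 nM–58 uM against the MBNL1-His/biotin-(CUG)12 complex. After 60 min at room temperature with 5 nM streptavidin-XL665 and 0.055 ng/ul terbium anti-His, ratiometric 665/545 nm emission (Ex 340 nm) normalized to controls.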
# TSHR antagonist – blocks TSH signaling through the human TSH receptor. activity change, negative = inhibition, % at 11.5 µM. 330,000 compounds, 0.2% hits. TSHR-expressing cells, TSH-stimulated cAMP HTRF, 2 h; stronger effect = lower value;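 active means activity change below a set negative limit, meaning inhibition stronger than a set level, cut at about -70% in these data; inconclusive means activity change between two set negative limits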; further: on the % scale 0 is the no-effect control and ±100 the full control effect
#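 Read-out is FRET at 665 nm (cryptate excitation 337 nm) from a cryptate-tagged anti-cAMP antibody, competed by cell cAMP against cAMP-d2. Compounds are tested on freshly harvested TSHR cells challenged with 4nM TSH (EC80) for 2 hours at 37 deg C.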
# Eya2 phos inh – Eya2 (human) phosphatase inhibition. O00167. 330,000 compounds, 0.006% hits. AID 488837. recombinant Eya2, OMFP fluorescence dephosphorylation (OMFP is methylfluorescein phosphate). Potency, µM (series often up to 76.9 µM), without a hit: at the highest dose activity, negative = inhibition, actives largely listed as inhibitors; further: potency means the concentration at half of the fitted maximal effect; on the % scale 0 is the no-effect control and ±100 the full control effect
# Target sequence (O00167 whole entry, looked up): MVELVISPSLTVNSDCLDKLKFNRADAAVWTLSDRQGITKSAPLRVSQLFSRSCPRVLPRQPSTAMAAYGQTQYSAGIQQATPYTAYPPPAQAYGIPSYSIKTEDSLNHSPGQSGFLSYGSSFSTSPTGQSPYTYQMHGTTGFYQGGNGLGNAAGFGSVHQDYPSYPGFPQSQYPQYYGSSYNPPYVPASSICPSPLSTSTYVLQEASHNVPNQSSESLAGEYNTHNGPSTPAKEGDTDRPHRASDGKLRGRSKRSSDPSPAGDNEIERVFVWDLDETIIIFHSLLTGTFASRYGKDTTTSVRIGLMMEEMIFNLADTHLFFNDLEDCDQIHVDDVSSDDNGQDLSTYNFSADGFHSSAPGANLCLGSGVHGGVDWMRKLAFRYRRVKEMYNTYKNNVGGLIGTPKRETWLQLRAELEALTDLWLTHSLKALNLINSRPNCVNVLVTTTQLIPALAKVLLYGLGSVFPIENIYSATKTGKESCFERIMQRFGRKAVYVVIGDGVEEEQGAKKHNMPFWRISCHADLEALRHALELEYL
#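 Eya2 (0.2 uM) preincubated 10 min at ambient with compound, then OMFP substrate added at 50 uM; 10 min reaction in 50 mM HEPES pH 7.5, 50 mM NaCl, 5 uM MgCl2, 0.05% BSA, 1 mM DTT. Fluorescence read at Ex 485/Em 525 nm.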
# PKM2 act – activators of human pyruvate kinase M2; Potency, µM (titrated, usually from 57.5 µM), for inactives: top-dose activation, hits mostly activators; 260,000 compounds, 0.34% hits; purified PKM2, Kinase-Glo ATP luminescence, activation; response scale: 0% is enzyme alone, no compound; AID 1631; further: potency means the concentration at half of the fitted maximal effect; on the % scale 0 is the no-effect control and ±100 the full control effect; nearly all actives have a fitted effect of over 55% in size
#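 ATP formation by purified human PK-M2, quantified via coupled luciferase luminescence after 1 h at room temperature with 0.1 mM ADP and 0.5 mM PEP final.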
# Chronic BCR inh – inhibitors of chronic active B-cell receptor signaling. AID 493014. ABC-DLBCL IkBa-CBG/CBR reporter, luminescence ratio, 4 h. Potency, µM (titrated, usually from 46.1 µM), for the others: at the top dose ratio change, negative = lower green/red ratio, usual class: inhibitors. 340,000 compounds, 0.05% hits; active means well fitted inhibition curve with a large enough effect in the signal ratio, with a control signal flat, not every such curve was filed as active; inconclusive means small, poorly fitted or top-dose-only effect, or effect the other way, or a change in a side signal; the % refers to the signal ratio;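 further: potency means the concentration at half of the fitted maximal effect; plate controls were basal doxycycline-induced cells for no effect and cells given 10 µM MG132 for full effect; MG132 reads +100%, hits lower the ratio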
#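 TMD8 human ABC-DLBCL cells with doxycycline-inducible IκBα–green luciferase fusion and unfused red luciferase, in 0.5% FBS medium; compounds up to 46 uM, 4 h at 37C. Green/red luminescence ratio, filter-overlap corrected, fitted to concentration-response curves.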
# Active calls of the source: *; ? = inconclusive; . = no result given; [ ] = remark or other dose. Unless noted, the call rests on the fitted dose curve; in most records, active means well fitted curve in the direction sought with a large enough effect; inconclusive means small, poorly fitted or top-dose-only effect, or another doubt; inactive means no such curve, though single readings can be large; an effect the other way counts as inactive or inconclusive. These rows are one share of the data, so the mix of outcomes need not match the whole.
SMILES,USP2a inh,GALK inh,Menin MLL FP TR,ASM inhibitor,hERG WT inh,Mito fusion act,MBNL1 CUG block,TSHR antagonist,Eya2 phos inh,PKM2 act,Chronic BCR inh
Cc1ccccc1NS(=O)(=O)c1nnc(NC(=O)c2ccccc2F)s1,0.7%,.,10.3%,?,-2.9,-1.0%,-3.6%,-3.7,14.8%,-10.9%,12.3%
Cc1cc2nc(-c3ccncc3)cc(C(F)(F)F)n2n1,-0.2%,0.4%,-9.6%,-3.2%,2.6,1.9%,9.1%,-7.5,0.4%,1.5%,-7.6%
Cn1c(NC(=O)CC(C)(C)C)cc(=O)n(C)c1=O,2.4%,-1.9%,9.6%,1.2%,9.3,-3.8%,-4.4%,1.4,2.9%,-7.4%,6.8%
COCCNC(=O)C(=O)NCC1OCCN1S(=O)(=O)c1ccc(C)cc1 (stereo unspecified),0.7%,-3.5%,.,1.8%,3.4,1.0%,3.1%,-0.5,-5.6%,-1.4%,-2.2%
COc1ccccc1CNS(=O)(=O)c1cc(-c2cc(C)no2)ccc1C(C)C,-0.5%,3.9%,.,-10.6%,-10.5,-4.5%,1.5%,-80.1*,12.1%,.,-1.3%
OCC[C@@H]1C[C@@H](O)[C@H](O)[C@]2(Cc3ccccc3O2)O1,-0.1%,.,14.3%,2.2%,-45.3,0.2%,1.0%,10.2,6.2%,0.5%,3.1%
COc1cccc(-c2nn(-c3ccccc3)cc2CN(C)C(C)c2ccncn2)c1 (stereo unspecified),-9.0%,3.5%,-0.2%,0.1%,7.5,5.0%,-23.3%,13.0,-10.9%,5.8%,-1.8%
O=C(NCCCN1CCCC1=O)c1cc(-c2ccc(F)cc2)nc2ccccc12,0.8%,.,.,4.9%,2.6,.,.,-7.1,5.3%,.,2.0%
Cc1cccc(C(=O)c2c(N)sc3c2CCCC3)c1,2.8%,2.8%,0.0%,0.4%,-7.4,0.7%,-1.0%,?,-18.5%,-17.5%,10.4%
CC1CN(S(=O)(=O)c2ccc(NC(=O)c3cc(-c4ccccc4O)n[nH]3)cc2)CC(C)O1 (stereo unspecified),-10.2%,-1.0%,?,-19.7%,-14.6,-8.4%,-15.1%,-18.0,-0.9%,4.1%,?
CSc1cnn(Cc2ccccc2)c(=O)c1SCc1ccccc1,-7.0%,2.3%,-0.6%,-0.1%,11.6,26.8%,?,-40.6,-1.1%,-46.1%,?
Cn1c2c(c(=O)n(C)c1=O)[C@@]1(C(=O)Nc3ccccc31)C(C#N)=C(N)O2,2.7%,3.5%,4.5%,-2.8%,14.2,-7.0%,-1.3%,-3.3,-1.9%,12.5%,?
CC(=O)Nc1cccc(C(=O)N/N=C/c2cccnc2)c1,-0.5%,9.6%,-14.7%,-3.2%,-2.9,6.9%,13.5%,4.4,12.5%,-15.8%,?
CCN1C(=O)[C@@H]2[C@@H](c3ccc(SC4CCCCC4)cc3)N3CCC[C@@]3(C(=O)OC)[C@@H]2C1=O,3.2%,.,.,-7.9%,-6.2,1.9%,.,-15.9,-23.3%,.,-8.7%
COc1ccc(C2(CNC(=O)Cc3ccc(OC)c(OC)c3)CCCC2)cc1,1.7%,-3.3%,11.1%,-4.2%,-3.5,-0.4%,?,15.3,10.5%,9.4%,-13.9%
C=CCOc1ccc2c(c1)C(=NO)c1cc(OCC=C)ccc1-2,2.5%,0.0%,?,14.3%,-5.2,8.1%,-4.9%,-24.0,3.8%,-9.1%,?
Cc1cccc(NC(=S)NC(NC(=O)OCc2ccccc2)C(Cl)(Cl)Cl)c1 (stereo unspecified),0.0%,2.5%,.,-4.7%,-9.6,-3.0%,-0.7%,2.1,-8.6%,-1.4%,14.6%
O=C(CN1C(=O)c2ccccc2S1(=O)=O)NCc1ccccc1Cl,1.9%,-2.3%,6.8%,0.2%,-4.4,-7.4%,-5.4%,-9.6,1.6%,0.5%,?
O=C(Nc1ccccc1F)Nc1ccccc1F,0.5%,1.7%,14.7%,3.2%,-12.1,4.0%,-2.9%,-14.4,0.9%,-6.3%,?
O=C(Nc1ccon1)C12CC3CC(C1)CC(n1cnc([N+](=O)[O-])n1)(C3)C2,1.6%,4.6%,7.5%,2.1%,.,-8.9%,?,9.1,3.7%,-1.2%,-10.7%
Cc1ccc(OCC(=O)N/N=C/C=C/c2ccco2)cc1C,3.0%,-0.9%,-9.7%,-4.8%,-1.5,11.0%,4.6%,-4.7,-5.0%,26.2%,-4.2%
Cc1ccc(S(=O)(=O)NC(CC(C)C)C(=O)NCC(c2ccco2)N2CCCCC2)cc1 (stereo unspecified),2.6%,.,.,5.9%,-8.0,-0.4%,.,-14.4,12.9%,.,1.5%
CCOC(=O)C1C(=O)NC(C)C1c1ccccc1 (stereo unspecified),1.4%,.,?,5.9%,-11.4,24.9%,-10.0%,2.2,2.8%,1.0%,-3.5%
COc1ccc(Cl)cc1-c1n[nH]c(=S)n1C1CCCCC1,-1.5%,-0.8%,-9.3%,-1.9%,10.9,4.6%,8.7%,-23.8,10.0%,2.3%,10.4%
COc1ccccc1N1CCN(CCCCOc2cccc3ccccc23)CC1,0.0%,.,-4.8%,-0.6%,-0.1,-27.1%,-2.4%[11.5 µM],2.4,-14.1%,4.8%,-19.3%
Cc1ccc(NC(=O)CSc2nncc3ccccc23)cc1,-1.5%,-3.5%,?,1.5%,-6.0,9.5%,1.4%,-0.1,13.6%,.,-12.8%
COc1ccc(OC)c(NC(=O)CSc2nc3nc(C)cc(C)n3n2)c1,1.8%,.,.,-4.6%,0.9,-1.7%,.,25.9,4.0%,.,-1.7%
Cc1ccc(SCC(=O)OCC(=O)NCCc2ccccc2)cc1,1.3%,.,.,-2.4%,8.2,-1.4%,.,-6.3,17.2%,.,7.1%
COc1ccc2c(c1)C(=O)N1[C@H]3c4cc(OC)ccc4OC[C@@H]3[C@H](c3ccccc3)[C@]1(C)C(=O)N2,-0.5%,.,.,-5.5%,1.2,-22.1%,.,-9.3,-7.4%,.,?
O=C1C=C(O)c2cccc(O)c2C1=O,?,3.5%,.,-2.1%,4.1,1.4%,?,20.7,9.3%,-13.5%,?
CCOc1ccc(-c2csc(Cn3c(CN4CCN(C)CC4)nc4ccccc4c3=O)n2)cc1,-1.5%,1.5%,-24.5%,-0.8%,20.1,-6.8%,5.0%,8.0,-14.9%,-19.6%,?
O=C(NCCCc1ccccc1)C1CCC(CNc2c(N3CCCCC3)c(=O)c2=O)CC1 (stereo unspecified),-0.3%,-2.2%,.,1.0%,-7.8,-2.7%,-10.1%,19.7,0.2%,-2.1%,-14.9%
FC(F)(F)c1cc(-c2cccs2)nc(-n2cc(Cl)cn2)n1,-2.4%,1.3%,7.2%,-1.6%,1.7,-2.2%,25.8%,-4.2,-8.8%,4.4%,?
Cc1nc2ccc(NC(=S)N3CCC(C)CC3)cc2nc1C,-2.7%,-2.1%,-8.7%,10.6%,-3.6,9.8%,?,26.5,-19.6%,7.1%,14.9%
Cc1ccc(S(=O)(=O)N(C)c2ccc(OC(=O)c3cc(=O)[nH]c4ccccc34)cc2)cc1,-0.7%,.,.,0.2%,2.1,.,.,2.2,10.5%,.,?
CN(C)c1nc(-c2cccs2)cc(C(F)(F)F)c1C#N,-0.3%,1.2%,.,.,4.1,-2.9%,-5.2%,2.9,-8.9%,3.0%,13.9%
CCc1ccc(OC)c(S(=O)(=O)NCc2cccs2)c1,1.7%,.,.,-1.1%,20.7,6.9%,.,0.7,-3.2%,.,?
CCCCCSc1nnc(-c2cc(Br)ccc2N)c(=O)[nH]1,-0.7%,1.6%,?,-0.5%,-2.3,7.7%,10.7%,-6.6,11.4%,?,-6.2%

# Source: PubChem BioAssay (National Center for Advancing Translational Sciences (NCATS))
